WRN helicase inh – inhibitors of human WRN helicase; Q14191; WRN helicase unwinding, fluorescent forked duplex, kinetic; Potency, µM (series often up to 114 µM), inactives show at the top dose activity change, negative = inhibition, usual class: inhibitors; 360,000 compounds, 0.46% hits; AID 651768; also: potency is read from the fitted curve at half-maximal effect; % is scaled to controls: 0 for no effect and ±100 for the full control effect; nearly all actives have a fitted effect of over 55% in size
Target sequence (Q14191 whole entry, looked up): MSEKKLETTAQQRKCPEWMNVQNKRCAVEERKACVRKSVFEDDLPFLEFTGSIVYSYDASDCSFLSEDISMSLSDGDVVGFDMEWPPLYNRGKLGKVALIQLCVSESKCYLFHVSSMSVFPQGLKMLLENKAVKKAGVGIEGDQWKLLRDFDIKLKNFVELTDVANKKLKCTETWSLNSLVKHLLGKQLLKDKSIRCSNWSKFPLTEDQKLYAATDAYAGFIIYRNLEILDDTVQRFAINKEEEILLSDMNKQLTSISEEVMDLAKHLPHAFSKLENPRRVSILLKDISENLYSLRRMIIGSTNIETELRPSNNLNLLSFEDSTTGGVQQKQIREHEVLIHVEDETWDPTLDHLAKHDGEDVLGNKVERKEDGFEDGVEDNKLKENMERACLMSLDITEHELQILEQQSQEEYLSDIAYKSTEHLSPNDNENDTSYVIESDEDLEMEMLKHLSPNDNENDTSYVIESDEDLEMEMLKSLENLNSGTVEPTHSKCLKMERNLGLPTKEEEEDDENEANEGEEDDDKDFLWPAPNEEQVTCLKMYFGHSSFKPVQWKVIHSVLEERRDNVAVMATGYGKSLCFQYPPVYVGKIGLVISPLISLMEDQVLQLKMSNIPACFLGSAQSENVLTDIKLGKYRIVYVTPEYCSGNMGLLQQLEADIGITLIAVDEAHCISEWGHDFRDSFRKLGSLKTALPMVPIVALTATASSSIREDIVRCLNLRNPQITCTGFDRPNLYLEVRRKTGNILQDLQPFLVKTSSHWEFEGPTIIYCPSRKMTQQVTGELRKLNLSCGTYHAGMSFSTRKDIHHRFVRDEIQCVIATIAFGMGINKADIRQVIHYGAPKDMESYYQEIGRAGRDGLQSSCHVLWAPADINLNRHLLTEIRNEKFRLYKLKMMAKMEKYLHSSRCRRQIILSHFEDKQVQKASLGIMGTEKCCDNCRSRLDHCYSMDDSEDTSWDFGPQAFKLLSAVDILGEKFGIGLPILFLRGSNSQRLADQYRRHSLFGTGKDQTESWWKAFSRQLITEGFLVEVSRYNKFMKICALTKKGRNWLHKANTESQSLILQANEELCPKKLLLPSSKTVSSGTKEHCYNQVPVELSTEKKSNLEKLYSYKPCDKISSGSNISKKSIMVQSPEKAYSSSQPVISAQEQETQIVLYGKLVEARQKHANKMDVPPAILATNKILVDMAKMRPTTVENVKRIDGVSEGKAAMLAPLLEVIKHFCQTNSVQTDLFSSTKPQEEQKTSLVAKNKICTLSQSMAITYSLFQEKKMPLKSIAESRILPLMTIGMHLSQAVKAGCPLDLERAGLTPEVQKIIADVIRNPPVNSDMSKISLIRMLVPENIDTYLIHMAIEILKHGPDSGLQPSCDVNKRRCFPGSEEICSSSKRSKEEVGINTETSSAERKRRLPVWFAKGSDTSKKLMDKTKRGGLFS
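Screening of the MLSMR collection measured strand separation of a quenched forked DNA duplex (100 nM) by 20 nM WRN with 2 mM ATP, all final. Compounds were preincubated with enzyme 15 min at room temperature.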
GLP1R inv ag – GLP-1 receptor (human) inverse agonism. P43220. HEK293 GLP-1R CRE-luciferase, luminescence, 24 h; GLP-1R form is constitutively active. 410,000 compounds, 1.6% hits. AID 624417. Potency, µM (titrated, usually from 38.3 µM), inactives show at the top dose activity change, negative = inhibition, hits mostly inhibitors; also: potency is read from the fitted curve at half-maximal effect; % is scaled to controls: 0 for no effect and ±100 for the full control effect; nearly all actives have a fitted effect of over 55% in size
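Cells are plated, allowed 12 hours at 37 deg C, then treated with compounds for 24 hr before luciferase detection reagent is added and luminescence is read after 12 min at room temperature. The HEK293 line carries constitutively active GLP-1R with a cAMP-responsive reporter.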
PLK1 PBD inh – inhibitors of human PLK1 polo-box domain binding; Plk1 PBD binding of FITC phosphopeptide, fluorescence polarization; 360,000 compounds, 2.8% hits; AID 720504; P53350; Potency, µM, without a hit: max response, negative = inhibition, hits mostly inhibitors; also: potency is read from the fitted curve at half-maximal effect; series mostly up to about 57 µM; % is scaled to controls: 0 for no effect and ±100 for the full control effect; nearly all actives have a fitted effect of over 65% in size
PI5P4K alpha inh – blocks human PI5P4K alpha kinase activity | P48426 | PI5P4Kalpha enzyme, ADP-Glo luminescence, 60 min; stronger effect = lower value | max response, % | 330,000 compounds, 1.2% hits | AID 652105; active = max response of -50% or lower; inconclusive = between -30% and -50%; inactive = -30% or higher; also: value at the top dose of about 77 µM; % is scaled to controls: 0 for no effect and ±100 for the full control effect
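Human PI5P4Kalpha with substrate in 0.038 M HEPES pH 7.4, 0.28 mM EGTA, 0.1% CHAPS, 5% DMSO; reaction started with 5 microM ATP (final), 60 min at room temperature. ADP formed read by ADP-Glo luminescence.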
D3 antag – D3 dopamine receptor (human) antagonism. P35462. D3R cells, DiscoveRx beta-arrestin luminescence, antagonist mode; stronger effect = lower value. max response, negative = inhibition, %. 360,000 compounds, 2.5% hits. AID 652054; in the data active = max response below about -50%; inconclusive = no clear call, values can overlap the other calls; also: % is scaled to controls: 0 for no effect and ±100 for the full control effect; mostly tested at two doses, the higher about 12 µM
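Cells plated overnight at 1500 cells/well, then exposed to library compounds with dopamine controls for 90 minutes at 37 degrees C. DiscoveRx reagent added for 30–60 minutes at room temperature; luminescence read, quantitative HTS format.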
IL-2 act – IL-2 activation | IL-2 activation reporter assay, cell-based qHTS; stimulated with anti-CD3/CD4/CD28 beads; in transgenic mouse T cells | 360,000 compounds, 0.065% hits | activation, % (series mostly up to about 46 µM); in the data active = activation above about 50%; inconclusive = mostly about 30% to 49%; also: 0% is about no effect
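Unstimulated transgenic mouse T cells preincubated 60 min with compound, then stimulated with anti-CD3/anti-CD4-coated beads plus anti-CD28 for 18 h at 37 degrees C. IL-2 response read as EGFP and DsRed fluorescence by plate cytometry.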
GLP1R ag – activates the human GLP-1 receptor. P43220. 380,000 compounds, 0.007% hits. Potency, µM (titrated, usually from 45.6 µM), without a hit: at the highest dose activation, most hits filed as activators. HEK293 GLP-1R CRE-luciferase, luminescence, 4-6 h; cells express a hypersensitive GLP-1R form; also: potency is read from the fitted curve at half-maximal effect; % of control where 0% means no effect
D3 ag – D3 dopamine receptor (human) agonism; AID 652048; D3R DiscoveRx beta-arrestin cells, luminescence, 90 min; P35462; max activation, %; 410,000 compounds, 0.58% hits; in the data active = max activation above about 30%; also: 0% is about no effect; mostly tested at two doses, the higher about 12 µM
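Agonist mode: compounds and dopamine controls were applied to plated cells for 90 min at 37 degrees C after an overnight attachment at 1500 cells/well. Luminescent read-out followed 30 - 60 minutes at room temperature with DiscoveRx detection reagent.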
HEK293 tox – cytotoxicity in counter-screen for GLP-1R inverse agonists. HEK293 cAMP-luciferase reporter cells, luminescence, 24 h. Potency, µM (doses to about 38.3 µM), inactives show top-dose activity change, negative = inhibition, hits mostly inhibitors. 410,000 compounds, 0.13% hits. AID 624418;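 also: loss of luciferase light is scored as toxicity; potency is read from the fitted curve at half-maximal effect; % is scaled to controls: 0 for no effect and ±100 for the full control effect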
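Here, cytotoxicity is scored as loss of luminescence. The MLSMR collection was tested on cells seeded in medium containing 10% Nu serum, with a 24 hr compound exposure preceded by 12 hours of culture.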
* hit, by the source's call; [ ] = dose if it differs, or a comment. Unless noted, calls follow the shape of the dose curve; as a rule, active = well fitted curve in the direction sought with a large enough effect; inconclusive = small, poorly fitted or top-dose-only effect, or another doubt; inactive = no such curve, though single readings can be large; an effect the other way counts as inactive or inconclusive. Rows are unselected; 7.8% or so of the library scored in one or more.

Screening Cc1ccc(NCCC(=O)c2cccc([N+](=O)[O-])c2)c(C)c1 returned WRN helicase inh -11.8%, GLP1R inv ag 11.1%, PLK1 PBD inh inconclusive, D3 antag -1.8, IL-2 act -4.1, GLP1R ag 15.6%, D3 ag -1.9 and HEK293 tox 10.9%.
For O=C(N/N=C/c1ccncc1)c1cccc(S(=O)(=O)Nc2ccc(Cl)cc2)c1 the results were WRN helicase inh 22.4µM*, GLP1R inv ag -9.3%, PLK1 PBD inh -18.7%, PI5P4K alpha inh -5.5, D3 antag -1.6, IL-2 act 0.1, GLP1R ag -2.5%, D3 ag -0.6 and HEK293 tox -2.1%.
`Cc1sc2ncn(CC(=O)N(CC(=O)NC3CCCC3)Cc3cccs3)c(=O)c2c1C` gave WRN helicase inh 1.4%, GLP1R inv ag 6.0%, PLK1 PBD inh 1.3%, D3 antag 31.8, IL-2 act -2.0, GLP1R ag 9.7%, D3 ag 10.3 and HEK293 tox -18.8%.
`CCc1ccccc1NC(=O)C1CC(c2ccc(F)cc2)=NO1` (configuration not stated) gave WRN helicase inh -3.3%, GLP1R inv ag -26.2%, PLK1 PBD inh -0.6%, PI5P4K alpha inh 5.1, D3 antag 17.2, IL-2 act 14.3, GLP1R ag 0.0%, D3 ag 2.9 and HEK293 tox 5.6%.
For Cn1cc(CN2CCC(C(O)c3cccs3)CC2)c(-c2ccccc2F)n1 (configuration not stated) the results were WRN helicase inh 4.3%, GLP1R inv ag 20.6%, PLK1 PBD inh -4.4%, PI5P4K alpha inh -2.1, D3 antag -3.0, IL-2 act 0.1, GLP1R ag 10.4%, D3 ag -3.0 and HEK293 tox 7.9%.
`COc1ccc(CCNC(=O)CSc2nc3[nH]ncc3c(=O)n2-c2cccc(C(F)(F)F)c2)cc1OC` gave WRN helicase inh 1.7%, GLP1R inv ag 1.7%, PLK1 PBD inh 0.9%, PI5P4K alpha inh -6.1, D3 antag 5.8, IL-2 act -0.5, GLP1R ag 6.8%, D3 ag -0.9 and HEK293 tox -1.2%.
CCCCn1c(=O)c(CCC(=O)OCC(=O)Nc2cc(Cl)ccc2OC)nc2ccccc21 was read as WRN helicase inh 5.5%, GLP1R inv ag 9.4%, PLK1 PBD inh -2.6%, PI5P4K alpha inh -2.2, D3 antag 7.3, IL-2 act -1.5, GLP1R ag -2.9%, D3 ag -0.2 and HEK293 tox -1.2%.
`C=CCn1c(SCC(=O)Nc2cc(C)on2)nc2sc3c(c2c1=O)CCCC3` gave WRN helicase inh -0.5%, GLP1R inv ag -5.6%, PLK1 PBD inh 26.7µM*, PI5P4K alpha inh -6.0, D3 antag 13.7, IL-2 act -0.7, GLP1R ag -4.6%, D3 ag -4.0 and HEK293 tox 2.4%.
Screening O=C(CSc1ncccn1)N1CCN(Cc2ccccc2)CC1 returned WRN helicase inh 3.5%, GLP1R inv ag -5.7%, PLK1 PBD inh -7.8%, D3 antag -4.5, IL-2 act -1.0, GLP1R ag 2.4%, D3 ag 9.5 and HEK293 tox -9.2%.
`O=C(COc1ccc(Cl)cc1)NNC(=O)C(=O)N1CCCCC1` gave WRN helicase inh 5.8%, GLP1R inv ag 0.0%, PLK1 PBD inh -10.1%, D3 antag -6.7, IL-2 act -4.0, GLP1R ag 6.8%, D3 ag -14.1 and HEK293 tox 9.6%.
`CCN(CC)C(=O)c1sc(NC(=O)c2cccc([N+](=O)[O-])c2)c(C#N)c1C` gave WRN helicase inh -2.1%, GLP1R inv ag 2.7%, PLK1 PBD inh 0.6%, PI5P4K alpha inh -4.2, D3 antag 0.0, IL-2 act -4.5, GLP1R ag -0.1%, D3 ag -8.9 and HEK293 tox -5.5%.
COc1ccc([N+](=O)[O-])cc1NCc1ccco1 was read as WRN helicase inh -4.8%, GLP1R inv ag inconclusive, PLK1 PBD inh 1.6%, PI5P4K alpha inh -1.0, D3 antag -4.9, IL-2 act -0.3, GLP1R ag 1.7%, D3 ag 6.7 and HEK293 tox -8.5%.
`O=C(c1cc2c(ccc3ccccc32)oc1=O)N1CCN(CCO)CC1` gave WRN helicase inh 8.9%, GLP1R inv ag -8.7%, PLK1 PBD inh inconclusive, PI5P4K alpha inh 2.4, D3 antag -20.7, IL-2 act 0.0, GLP1R ag -1.7%, D3 ag -6.1 and HEK293 tox 2.2%.
Cn1c(CBr)c(C(=O)c2ccc([N+](=O)[O-])cc2)c(=O)n(C)c1=O was read as WRN helicase inh -28.2%, GLP1R inv ag -6.1%, PLK1 PBD inh -2.5%, PI5P4K alpha inh 0.6, D3 antag 4.2, IL-2 act -0.7, GLP1R ag -2.4%, D3 ag 3.4 and HEK293 tox -4.8%.
`COc1ccc(N(CC(=O)N2CCOCC2)S(C)(=O)=O)cc1` gave WRN helicase inh -35.7%, GLP1R inv ag 11.7%, PLK1 PBD inh -12.3%, PI5P4K alpha inh 3.3, D3 antag -27.3, IL-2 act 1.0, GLP1R ag 2.6%, D3 ag 1.5 and HEK293 tox 17.1%.

Filtered by structure: those above containing two or more sulfur atoms (two)
`Cc1sc2ncn(CC(=O)N(CC(=O)NC3CCCC3)Cc3cccs3)c(=O)c2c1C` gave WRN helicase inh 1.4%, GLP1R inv ag 6.0%, PLK1 PBD inh 1.3%, D3 antag 31.8, IL-2 act -2.0, GLP1R ag 9.7%, D3 ag 10.3 and HEK293 tox -18.8%.
`C=CCn1c(SCC(=O)Nc2cc(C)on2)nc2sc3c(c2c1=O)CCCC3` gave WRN helicase inh -0.5%, GLP1R inv ag -5.6%, PLK1 PBD inh 26.7µM*, PI5P4K alpha inh -6.0, D3 antag 13.7, IL-2 act -0.7, GLP1R ag -4.6%, D3 ag -4.0 and HEK293 tox 2.4%.

(next part)
Cc1ccc(CNS(=O)(=O)c2cccc3nsnc23)cc1 was read as WRN helicase inh -10.9%, GLP1R inv ag -12.0%, PLK1 PBD inh -5.0%, PI5P4K alpha inh -5.7, D3 antag 5.0, IL-2 act -0.7, GLP1R ag 12.4%, D3 ag -6.7 and HEK293 tox -0.9%.
`Cc1ccc(Nc2nc(C(=O)NCCCN3CCOCC3)cs2)cc1` gave WRN helicase inh -8.7%, GLP1R inv ag -14.3%, PLK1 PBD inh -5.2%, PI5P4K alpha inh 2.7, D3 antag -2.9, IL-2 act -0.6, GLP1R ag 3.9%, D3 ag -15.2 and HEK293 tox -4.3%.
CN(c1ccc(C(=O)NCc2ccccn2)cc1)S(=O)(=O)c1ccc(Cl)cc1 was read as WRN helicase inh -11.1%, GLP1R inv ag inconclusive, PLK1 PBD inh -1.3%, PI5P4K alpha inh 0.7, D3 antag 5.0, IL-2 act -0.8, GLP1R ag -9.0%, D3 ag 3.7 and HEK293 tox -7.1%.
For O=C(Cn1cnc2c(oc3nc4c(cc32)CCCC4)c1=O)Nc1ccccc1 the results were WRN helicase inh -5.5%, GLP1R inv ag 13.6%, PLK1 PBD inh -3.9%, PI5P4K alpha inh -0.7, D3 antag 3.9, IL-2 act 0.8, GLP1R ag 10.3%, D3 ag 2.5 and HEK293 tox -6.6%.
For O=C(NCCc1ccccn1)C1CC(=O)N(Cc2ccccc2Cl)C1 (configuration not stated) the results were WRN helicase inh 10.7%, GLP1R inv ag 11.8%, PLK1 PBD inh -5.2%, D3 antag 19.6, IL-2 act -0.1, GLP1R ag -11.5%, D3 ag 0.1 and HEK293 tox 2.2%.
Screening O=C(Nc1ccccc1F)c1oc2ccccc2c1NC(=O)c1c(F)cccc1F returned GLP1R inv ag inconclusive, GLP1R ag 2.6%, D3 ag 5.1 and HEK293 tox inconclusive.
`COc1ccc(-c2csc(Nc3ccccc3)n2)cc1` gave WRN helicase inh -11.1%, GLP1R inv ag inconclusive, PLK1 PBD inh -11.6%, PI5P4K alpha inh 32.5, D3 antag 1.1, IL-2 act 4.1, GLP1R ag 6.9%, D3 ag 14.0 and HEK293 tox 5.8%.
Screening COc1ccc(C(=O)NCC(=O)NC2=NCCS2)cc1 returned WRN helicase inh 12.9%, GLP1R inv ag -2.5%, PLK1 PBD inh 0.2%, PI5P4K alpha inh 3.6, D3 antag -14.6, IL-2 act -3.2, GLP1R ag 4.9%, D3 ag 0.0 and HEK293 tox 3.2%.
For Cc1ccccc1SCC(=O)NCC(c1ccc(F)cc1)N1CCOCC1 (configuration not stated) the results were WRN helicase inh -0.8%, GLP1R inv ag inconclusive, PLK1 PBD inh -3.5%, PI5P4K alpha inh 2.7, D3 antag -12.6, IL-2 act 0.5, GLP1R ag 3.3%, D3 ag 1.3 and HEK293 tox -1.0%.
COc1ccc(NC(=O)CSc2ccc(-c3ccco3)nn2)c(OC)c1 was read as WRN helicase inh 2.9%, GLP1R inv ag 45.8%[activator], PLK1 PBD inh -24.5%, PI5P4K alpha inh -23.2, D3 antag -6.9, IL-2 act -2.1, GLP1R ag -0.1%, D3 ag 19.5 and HEK293 tox -0.9%.
CCCCn1nnnc1C(c1ccccc1)N1CCN(c2ccc(F)cc2)CC1 (configuration not stated) was read as WRN helicase inh -2.2%, GLP1R inv ag -25.3%, PLK1 PBD inh 1.5%, PI5P4K alpha inh 3.0, D3 antag 13.6, IL-2 act -0.5, GLP1R ag -1.6%, D3 ag 0.2 and HEK293 tox 6.6%.
`COc1ccc(C(=S)N2CCCC2)cc1Br` gave WRN helicase inh -13.8%, GLP1R inv ag 1.3%, PLK1 PBD inh -5.9%, PI5P4K alpha inh 1.8, D3 antag -7.7, IL-2 act 0.9, GLP1R ag 13.3%, D3 ag 3.9 and HEK293 tox -3.3%.
For Cc1cc(C)n(C(=O)CNC(=O)c2ccc3c(c2)OCCO3)n1 the results were WRN helicase inh -10.1%, GLP1R inv ag 2.0%, PLK1 PBD inh -7.2%, PI5P4K alpha inh -6.0, D3 antag 0.0, IL-2 act -0.1, GLP1R ag 0.8%, D3 ag -12.6 and HEK293 tox -17.0%.
O=C(O)Cc1ccc(NS(=O)(=O)c2ccccc2Br)cc1 was read as WRN helicase inh 4.7%, GLP1R inv ag 0.8%, PLK1 PBD inh 1.3%, PI5P4K alpha inh -1.0, D3 antag -3.9, IL-2 act 2.7, GLP1R ag -4.4%, D3 ag -13.3 and HEK293 tox 0.4%.
